# Avidin fluor: compound fluoresces at 488/530 nm on avidin beads | fluorescence (KMESF) at 10 µM | actives 0.38% (n = 220,000) | AID 1775 | compound fluorescence 488/530 nm, flow cytometry; hits give high values; in the data active means fluorescence above about 47; further: inactives centre near 10
# HRas wt GTP bind: modulators of GTP binding to human HRas wildtype. GTP binding activity, % at 10 µM. GST-Ras wt beads, Bodipy-FL-GTP binding, flow cytometry; actives lie on both sides. AID 759. P01112. actives 0.14% (n = 190,000);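 active means GTP binding activity at least 20% away from the 100% baseline, either lowered as inhibitor or raised as activator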;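 further: 0% = unlabeled GTP competition control and 100% = no-compound control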
# Target sequence (P01112 whole entry, looked up): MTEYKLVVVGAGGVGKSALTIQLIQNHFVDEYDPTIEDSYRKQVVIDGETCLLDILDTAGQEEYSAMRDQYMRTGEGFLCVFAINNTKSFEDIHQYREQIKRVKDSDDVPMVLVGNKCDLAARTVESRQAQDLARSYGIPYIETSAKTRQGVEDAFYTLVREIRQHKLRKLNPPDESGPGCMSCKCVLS
# Pf gametocyte: inhibitors of late stage P. falciparum gametocyte viability; actives 0.065% (n = 150,000); P. falciparum stage V gametocytes, ATP luminescence, 24 h; AID 743093; inhibition, % at 10.9 µM;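 active means inhibition above the mean plus 3 SD of compounds within the control limits, set per campaign, cut at about 38% in these data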;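 further: 0% = DMSO wells and 100% = medium only without gametocytes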
# Mcl1 Noxa PPI: Mcl-1/Noxa interaction inhibition. Q07820. TR-FRET Mcl-1/Noxa peptide binding, 2 h. inhibition, % at 21.7 µM. actives 1.5% (n = 220,000). AID 1022;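 active means compounds that cut the protein-peptide binding signal by more than 50% relative to plate controls in a single-dose test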;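 further: His-tagged Mcl-1 with rhodamine Noxa BH3 peptide and terbium anti-His antibody; 0% = Mcl-1 plus Noxa peptide wells and 100% = peptide-only wells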
# Target sequence (Q07820 whole entry, looked up): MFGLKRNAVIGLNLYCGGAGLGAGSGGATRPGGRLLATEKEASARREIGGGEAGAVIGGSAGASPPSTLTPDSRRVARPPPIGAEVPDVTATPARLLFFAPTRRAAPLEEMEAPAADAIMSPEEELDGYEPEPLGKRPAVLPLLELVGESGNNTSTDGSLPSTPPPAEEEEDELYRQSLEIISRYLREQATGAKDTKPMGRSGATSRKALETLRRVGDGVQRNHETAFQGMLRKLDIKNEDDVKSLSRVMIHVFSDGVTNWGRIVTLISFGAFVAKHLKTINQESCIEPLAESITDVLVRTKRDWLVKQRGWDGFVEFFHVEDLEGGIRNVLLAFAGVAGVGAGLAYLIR
# Cdc42 wt: changes GTP binding to wildtype human Cdc42. AID 761. actives 0.2% (n = 190,000). P60953. percent activity (GTP binding), % at 10 µM. GST-Cdc42 beads, Bodipy-GTP binding, flow cytometry; actives lie on both sides;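 active means percent activity GTP binding at least 20 points away from the 100% baseline, either down as inhibitor or up as activator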;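 further: median bead fluorescence of bound Bodipy-FL-GTP at 100 nM; 0% = excess unlabeled GTP control and 100% = no compound control; below 100% means less GTP binding so inhibitor and above means activator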
# Target sequence (P60953 whole entry, looked up): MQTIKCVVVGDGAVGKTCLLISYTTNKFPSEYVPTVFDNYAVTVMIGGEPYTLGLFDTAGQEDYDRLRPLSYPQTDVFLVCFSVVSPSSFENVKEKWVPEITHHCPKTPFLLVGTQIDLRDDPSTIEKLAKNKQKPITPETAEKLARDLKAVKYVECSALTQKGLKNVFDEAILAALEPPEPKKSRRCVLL
# GSH fluor: compound fluoresces at 488/530 nm on GSH beads; GSH beads flow cytometry, compound fluorescence 488/530 nm; hits give high values; fluorescence (KMESF) at 10 µM; actives 0.25% (n = 190,000); AID 1776; in the data active means fluorescence above about 89;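 further: glutathione beads carrying GST-tagged Bcl family fusion proteins plus one bare bead set; values are compound well signal with DMSO vehicle wells as background; inactives centre near 16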
# Rac1 wt modul: alters GTP binding to wildtype human Rac1 | AID 757 | GTP binding activity (% of control), % at 10 µM | GST-Rac1 beads, fluorescent GTP binding, flow cytometry; actives lie on both sides; 0 = cold GTP competed, 100 = untreated | actives 0.27% (n = 190,000);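 active means GTP binding activity at least 20 points away from the 100% control level, either lower or higher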
# Rac1 act GTP bind: modulators of GTP binding to human Rac1 activated mutant; P63000; GST-Rac1 activated beads, fluorescent GTP binding, flow cytometry; actives lie on both sides; 100% means binding = to untreated wells; percent activity (GTP binding), % at 10 µM; actives 0.11% (n = 190,000); AID 764;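 active means GTP binding at least 20 percentage points away from the 100% baseline, in either direction, so actives lie on both sides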
# Mcl1-Bid inh: Mcl-1/Bid interaction inhibition | TR-FRET Mcl-1/Bid-Dy647 peptide binding, 1536-well | inhibition, % at 21.7 µM | actives 0.97% (n = 220,000) | AID 1021;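 active means compounds that cut the binding signal by more than half at the single screening dose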;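 further: His-tagged Mcl-1 with europium anti-His antibody binding Bid BH3 peptide; 0% = Mcl-1 plus peptide wells and 100% = peptide-only wells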
# Rab2A wt mod: changes GTP binding to wildtype dog Rab2A, up or down; GST-Rab2 wt beads, Bodipy-GTP binding, flow cytometry; actives 0.19% (n = 190,000); GTP binding activity, % at 10 µM; P61105;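 active means GTP binding activity at least 20 points away from 100%, either lowered or raised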;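 further: 0% = beads with excess unlabeled GTP and 100% = no-compound control corrected for plate trend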
# Rab7 wt GTP bind: dog Rab7 wildtype GTP binding, inhibitors and activators; GTP binding activity (percent of control), % at 10 µM; AID 758; GST-Rab7 beads, fluorescent GTP binding, flow cytometry; actives lie on both sides; untreated = 100%, excess cold GTP = 0%; actives 0.055% (n = 190,000);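 active means fluorescent GTP binding to Rab7 beads changed by at least 20 points from the 100% baseline, either direction, mostly lower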;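 further: median green fluorescence of bound Bodipy-FL-GTP per Rab7 bead population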
# The depositor's hits bear a star; / = no result given.
SMILES,Avidin fluor,HRas wt GTP bind,Pf gametocyte,Mcl1 Noxa PPI,Cdc42 wt,GSH fluor,Rac1 wt modul,Rac1 act GTP bind,Mcl1-Bid inh,Rab2A wt mod,Rab7 wt GTP bind
Cc1nnc(SCC(=O)c2ccc(Cl)cc2)n(N)c1=O,9,102.0,/,0.0,101.0,23,103.0,97.0,-27.6,103.0,106.0
CC1CC(C)CN(CC(O)COCCOc2ccc(Br)cc2)C1 (centres undefined),3,98.0,6.1,11.4,98.0,8,100.0,98.0,-23.4,97.0,101.0
CC(=O)NC1=NC(=O)/C(=C/N2CCCCC2)S1,9,106.0,/,18.9,108.0,14,110.0,102.0,-10.0,105.0,100.0
Cc1nn(Cc2ccc(F)cc2)c(C)c1NC(=O)c1noc2c1CCCCC2,6,100.0,9.3,3.3,102.0,20,100.0,99.0,4.4,99.0,95.0
C[N+]1(CC(O)COCC2COc3ccccc3O2)CCOCC1 (centres undefined),9,97.0,-4.0,12.6,94.0,12,98.0,96.0,-19.7,102.0,106.0
Cc1c([C@H]2[C@@H](CC#N)C2(C)C)c2ccccc2n1C,9,100.0,/,7.8,99.0,13,101.0,98.0,-18.2,102.0,102.0
O=C(c1ccccc1)N1CCC(c2nc(-c3ccc(S(=O)(=O)NCC4CCCO4)cc3)no2)CC1 (centres undefined),5,101.0,/,6.1,102.0,27,102.0,100.0,-12.9,99.0,97.0
CCOc1cc(CNCCCN2CCOCC2)ccc1OCC(=O)NC(C)(C)C,7,96.0,/,15.1,97.0,9,99.0,97.0,-19.5,95.0,94.0
N/C(=N\OC(=O)c1cccs1)c1cccc(Br)c1,10,93.0,-32.8,7.7,96.0,17,99.0,92.0,-13.3,93.0,97.0
CC(=O)c1ccc(N2CCN(C(=O)Cc3cccs3)CC2)cc1,9,98.0,7.6,13.0,99.0,15,97.0,95.0,-4.5,98.0,96.0
Cc1cc(C)c(C)c(S(=O)(=O)Nc2ccccc2C(=O)NCCCn2ccnc2)c1C,5,97.0,/,-2.5,95.0,6,98.0,92.0,-51.2,94.0,94.0
O=C(CSc1ccc(-c2ccco2)nn1)N1CCCC1,17,99.0,-4.0,16.3,101.0,10,101.0,98.0,-38.0,102.0,105.0
COc1ccccc1N1CCN(C(c2ccc(Cl)cc2)c2nnnn2C(C)(C)C)CC1 (centres undefined),8,100.0,-12.8,5.4,100.0,19,97.0,100.0,-23.3,100.0,99.0
O=S(=O)([N-]c1nc2ccccc2nc1-[n+]1ccccc1)c1ccccc1,3,103.0,20.0,-8.1,103.0,10,108.0,101.0,-13.6,103.0,101.0
CC(=S)c1c(C)cc2cc(C)ccn12,2,97.0,/,-0.4,102.0,8,100.0,97.0,-15.8,98.0,101.0
Oc1ccc(C=NCC2COc3ccccc3O2)cc1 (centres undefined),37,101.0,/,14.2,101.0,22,101.0,98.0,-8.9,100.0,101.0
COc1cccc(C(=O)NCCOc2cc(C)cc(C)c2)c1,3,100.0,/,-0.4,100.0,7,103.0,99.0,8.2,99.0,100.0
CCc1c(O)nc(SCc2nc3ccccc3c(=O)[nH]2)[nH]c1=O,9,92.0,2.0,8.9,90.0,17,95.0,93.0,-31.9,92.0,96.0
Cc1ccc(N(CC(=O)NCc2ccccc2Cl)S(=O)(=O)c2cccs2)cc1,39,100.0,/,8.6,96.0,24,102.0,98.0,-5.2,97.0,101.0
Cc1cc(C)n(C2CCCCC2OC(=O)c2ccccc2F)n1 (centres undefined),17,98.0,/,-1.9,97.0,9,98.0,96.0,-5.0,98.0,93.0

# Entries of single compounds from above:
# Cc1nnc(SCC(=O)c2ccc(Cl)cc2)n(N)c1=O is entered as Avidin fluor = 9; HRas wt GTP bind = 102.0; Pf gametocyte = /; Mcl1 Noxa PPI = 0.0; Cdc42 wt = 101.0; GSH fluor = 23; Rac1 wt modul = 103.0; Rac1 act GTP bind = 97.0; Mcl1-Bid inh = -27.6; Rab2A wt mod = 103.0; Rab7 wt GTP bind = 106.0
# Oc1ccc(C=NCC2COc3ccccc3O2)cc1 (centres undefined) is entered as Avidin fluor = 37; HRas wt GTP bind = 101.0; Pf gametocyte = /; Mcl1 Noxa PPI = 14.2; Cdc42 wt = 101.0; GSH fluor = 22; Rac1 wt modul = 101.0; Rac1 act GTP bind = 98.0; Mcl1-Bid inh = -8.9; Rab2A wt mod = 100.0; Rab7 wt GTP bind = 101.0

# Results in Rac1 act GTP bind, Rac1 wt modul and Cdc42 wt (5 entries from above):
mol,Rac1 act GTP bind,Rac1 wt modul,Cdc42 wt
Cc1nn(Cc2ccc(F)cc2)c(C)c1NC(=O)c1noc2c1CCCCC2,99.0,100.0,102.0
Cc1cc(C)n(C2CCCCC2OC(=O)c2ccccc2F)n1 (centres undefined),96.0,98.0,97.0
Cc1cc(C)c(C)c(S(=O)(=O)Nc2ccccc2C(=O)NCCCn2ccnc2)c1C,92.0,98.0,95.0
COc1cccc(C(=O)NCCOc2cc(C)cc(C)c2)c1,99.0,103.0,100.0
N/C(=N\OC(=O)c1cccs1)c1cccc(Br)c1,92.0,99.0,96.0

# The list goes on.
SMILES,Avidin fluor,HRas wt GTP bind,Pf gametocyte,Mcl1 Noxa PPI,Cdc42 wt,GSH fluor,Rac1 wt modul,Rac1 act GTP bind,Mcl1-Bid inh,Rab2A wt mod,Rab7 wt GTP bind
COc1cc(C2C3C(=O)N(Cc4ccccc4)C(=O)C3ON2c2ccccc2)cc(OC)c1OC (centres undefined),12,101.0,-1.1,16.6,103.0,64,106.0,100.0,11.1,100.0,100.0
Cn1c2ccccc2c(=O)c2c(=O)n(C3CCCCC3)c(-c3ccco3)nc21,16,100.0,0.7,22.4,100.0,13,100.0,99.0,-51.9,100.0,97.0
Cn1cccc1Cc1nnc(SCC(=O)Nc2cccc(Cl)c2)n1-c1ccc(F)cc1,23,101.0,/,3.5,106.0,15,105.0,101.0,65.1*,100.0,102.0
Cc1cc(C)c(NC(=O)C(C)c2cccc(C(=O)c3ccccc3)c2)c(C)c1 (centres undefined),13,102.0,/,-14.8,107.0,15,114.0,100.0,-24.0,100.0,101.0
Cc1ccc(S(=O)(=O)NC(=O)c2ccc(-c3ccc(-c4ccccc4)cc3)o2)c(C)c1,11,97.0,/,28.0,98.0,20,100.0,93.0,5.5,96.0,101.0
O=C(O)c1cc2c([nH]c1=O)CCCC2,8,99.0,/,/,99.0,35,99.0,98.0,/,99.0,100.0
CCN(CC)S(=O)(=O)c1cccc(C(=O)N[C@H](C(=O)O)C(C)C)c1,7,102.0,-1.5,2.6,104.0,57,104.0,99.0,6.6,102.0,98.0
O=c1ncn(-c2cccc(F)c2)c2ncccc12,9,102.0,-7.7,-7.7,105.0,8,105.0,100.0,-18.1,100.0,103.0
Oc1cccc(C2c3[nH]c4ccccc4c3CCN2Cc2cnn(-c3ccccc3)c2)c1 (centres undefined),10,97.0,4.2,5.6,98.0,50,101.0,97.0,-19.9,99.0,98.0
COc1cccc(CNC(=O)CCl)c1,7,99.0,-10.0,2.3,101.0,11,99.0,99.0,-29.5,99.0,99.0
Cc1ccccc1OCC(=O)N1N=C(C(F)(F)F)CC1(O)C(C)(C)C (centres undefined),7,100.0,/,19.4,98.0,23,105.0,99.0,2.2,98.0,99.0
Cc1ccc(S(=O)(=O)NNc2ccccc2)cc1,9,101.0,/,19.3,101.0,9,101.0,98.0,64.1*,99.0,98.0
COC(=O)c1c(NC(=O)c2ccco2)sc(C)c1C,12,99.0,/,11.0,101.0,35,104.0,100.0,-20.8,98.0,98.0
CCOC(=O)CSc1ncc(OC)c(Sc2ccc(Cl)cc2)n1,26,100.0,6.4,6.5,98.0,14,102.0,97.0,7.2,98.0,100.0
O=C1Nc2ccccc2Oc2cc([N+](=O)[O-])ccc21,24,96.0,-33.1,35.5,94.0,9,96.0,95.0,-41.1,93.0,96.0
CCN1CCc2c(OCC(=O)N3CCCCC3)cccc2C1=O,9,98.0,0.8,14.8,96.0,15,101.0,97.0,-13.3,99.0,102.0
Cc1ccc(S(=O)(=O)N2CCCC(C(=O)O)C2)s1 (centres undefined),5,98.0,/,26.6,99.0,26,97.0,97.0,6.2,98.0,98.0
Cc1nnc(-c2cccc(Br)c2)c2cn(-c3ccccc3Cl)nc12,19,102.0,-12.7,-24.5,101.0,9,99.0,96.0,-5.9,98.0,99.0
Cc1cccc2cc(CN(Cc3cccs3)C(c3nnnn3C3CCCC3)C(C)C)c(=O)[nH]c12 (centres undefined),36,101.0,/,-12.7,72.0*,19,107.0,98.0,-7.8,99.0,99.0
CC(O)CCc1nc2ccc(C(=O)O)cc2[nH]1 (centres undefined),10,101.0,-0.5,3.6,100.0,46,98.0,97.0,22.7,100.0,97.0
Cc1nnc(C)n1/N=C/c1cccnc1,30,101.0,/,7.1,104.0,23,105.0,101.0,-8.7,103.0,99.0
O=C(CSc1nnc(CN2CCOCC2)n1-c1ccccc1)Nc1ccc(Cl)cc1,25,100.0,/,13.4,105.0,21,105.0,100.0,3.5,101.0,96.0
Cc1ccc(S(=O)(=O)N2CCCOC2CNC(=O)C(=O)NCCCn2ccnc2)cc1 (centres undefined),10,102.0,-7.3,-5.5,103.0,11,107.0,102.0,-13.6,101.0,100.0
CCCNC(=O)NC(=O)CSc1ccc2c(c1)OCCO2,4,99.0,/,-1.1,100.0,16,99.0,98.0,-22.6,97.0,96.0
COc1cc(/C=C(\C#N)C(=O)c2c(C)[nH]c3ccccc23)cc(OC)c1OC,22,95.0,-25.2,22.7,93.0,14,95.0,93.0,12.1,94.0,96.0
O=C(/C=C/c1ccc2c(c1)OCCCO2)c1ccccc1O,21,100.0,-5.4,14.0,97.0,18,103.0,96.0,14.8,97.0,102.0
Cc1ccc(-c2nnc(SCC(=O)N/N=C/c3c(C)nn(-c4ccccc4)c3C)n2-c2ccccc2)cc1,9,97.0,16.3,0.1,101.0,12,102.0,98.0,20.7,96.0,92.0
O=[n+]1c2c(n([O-])c3ccccc31)CCCC2,11,98.0,8.3,-13.6,100.0,36,100.0,96.0,-45.5,97.0,96.0
O=C(Oc1coc(CSc2nnc(NC(=O)C3CC3)s2)cc1=O)c1ccccc1,10,95.0,8.6,32.3,99.0,9,98.0,96.0,-30.7,96.0,98.0
CCc1cc2c(cc3c(=O)n(CC(=O)NCCCN4CC(C)CC(C)C4)ncn32)s1 (centres undefined),9,106.0,/,10.5,104.0,20,108.0,103.0,-12.7,104.0,104.0
C=CC[n+]1c(/C=C2\C=Cc3cc(C)ccc3N2CC)ccc2ccccc21,13,102.0,16.0,5.5,97.0,14,101.0,98.0,-50.3,100.0,108.0
COc1cc(-c2noc(CCCC(=O)NCc3ccco3)n2)cc(OC)c1OC,30,102.0,-16.0,17.8,107.0,21,111.0,103.0,-14.5,101.0,97.0

# Bioassay records (PubChem)
